TrxR1 substrate: substrates of rat thioredoxin reductase 1 | O89049 | Potency, µM (doses to about 114 µM), inactives show at the highest dose activity change, negative = substrate turnover | purified TrxR1 substrate turnover, NADPH consumption readout | AID 588456 | 390,000 compounds, 0.01% hits; note: potency is the fitted concentration of half-maximal effect; % is set by controls: 0 for no effect and ±100 for the full control effect; nearly all actives have a fitted effect of over 50% in size
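Rat TrxR1, dispensed at 90 nM, was prereduced with 400 uM NADPH (final) for 5 min at ~22 deg C, then incubated with compound 15 min before 400 uM selenite. A first-read NADPH fluorescence drop versus no-compound background flagged substrates.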
Vif-APOBEC3F blk: Vif-A3F binding inhibition; HeLa A3F-eYFP + Vif (tagged APOBEC3F with the HIV-1 protein that degrades it), YFP fluorescence increase; Potency, µM (doses to about 46.1 µM), inactives show at the top dose activity, negative = active; 390,000 compounds, 0.2% hits; note: potency is the fitted concentration of half-maximal effect; % of control where 0% means no effect; nearly all actives have a fitted effect of over 65% in size
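Fluorescence increase (Ex 488/Em 500-530) after overnight compound treatment at 37 deg C flags inhibition of Vif-driven A3F-eYFP loss in stable HeLa A3F-eYFP/Vif cells seeded overnight beforehand.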
Glioma ERSR ind: ER stress response induction in glioma. U87-MG GRP78 promoter luciferase reporter, 16 h. Potency, µM, without a hit: top-dose activation, most hits filed as activators. 420,000 compounds, 0.02% hits; note: potency is the fitted concentration of half-maximal effect; series mostly up to about 76 µM; % of control where 0% means no effect; nearly all actives have a fitted effect of over 35% in size
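Stably transfected U87-MG glioma cells carrying a GRP78-based luciferase sensor; 16 h compound incubation. Luminescence end-point read 10 min after Bright-Glo addition at room temperature.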
Vif-A3G inh: blocks the Vif interaction with human APOBEC3G; Q9HC16; HeLa A3G-eYFP + Vif (tagged APOBEC3G with the HIV-1 protein that degrades it), YFP fluorescence, overnight; Potency, µM (doses to about 46.1 µM), inactives show at the top dose activity, negative = active, most hits filed as inhibitors; 410,000 compounds, 0.076% hits; AID 602310;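 note: potency is the fitted concentration of half-maximal effect; % is set by controls: 0 for no effect and ±100 for the full control effect; nearly all actives have a fitted effect of over 60% in size; hits raise eYFP signal because A3G escapes Vif-driven loss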
Target sequence (Q9HC16 whole entry, looked up): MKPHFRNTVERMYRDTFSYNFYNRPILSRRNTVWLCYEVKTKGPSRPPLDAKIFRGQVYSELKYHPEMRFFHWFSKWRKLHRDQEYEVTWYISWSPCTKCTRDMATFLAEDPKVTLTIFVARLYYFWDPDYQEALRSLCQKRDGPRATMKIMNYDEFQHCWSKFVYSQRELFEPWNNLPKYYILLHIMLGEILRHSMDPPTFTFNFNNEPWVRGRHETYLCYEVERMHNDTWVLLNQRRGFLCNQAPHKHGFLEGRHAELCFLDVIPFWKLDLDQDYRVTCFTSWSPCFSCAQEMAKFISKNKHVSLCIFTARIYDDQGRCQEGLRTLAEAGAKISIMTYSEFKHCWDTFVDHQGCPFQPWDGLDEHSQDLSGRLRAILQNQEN
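Read-out is eYFP fluorescence (Ex 488/Em 500-530) from Vif-expressing HeLa A3G-eYFP cells; more signal means A3G escaped Vif-mediated degradation. Cells plated overnight, compound pinned in, incubated overnight at 37 deg C.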
LDHA inh: blocks human lactate dehydrogenase A; purified LDHA, NADH/diaphorase-resazurin fluorescence; active compounds read low; P00338; activity change, % (values are at about 110 or 230 µM); 480,000 compounds, 0.15% hits; in the data active = activity change below about -30%; inconclusive = mostly about -25% to -30%;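 note: plate controls were DMSO wells for no effect and wells without enzyme for full effect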
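Resorufin fluorescence (ex540/em590), read at 0 and 20 min after diaphorase/resazurin addition, reports the NADH left after a 5 min room-temperature reaction of 2 nM human LDH5 with 0.06 mM NADH and 0.2 mM pyruvate.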
RXFP1 agonist: agonists of human relaxin receptor RXFP1. Q9HBX9. HEK293T-RXFP1 cAMP TR-FRET, 30 min; response scale: percent of porcine relaxin response, buffer zero. Potency, µM (series often up to 57.5 µM), for inactives: at the highest dose activation, actives largely listed as activators. 370,000 compounds, 0.3% hits. AID 2676; note: potency is the fitted concentration of half-maximal effect; % is set by controls: 0 for no effect and ±100 for the full control effect; nearly all actives have a fitted effect of over 60% in size; many of its hits are not listed in these tables
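cAMP rise read by TR-FRET after 30 min, 37C compound exposure (up to 58 uM) in RXFP1-transfected HEK293 cells with Ro 20174 present. EC50 from Hill-equation fits, with 29 nM porcine relaxin as 100% and buffer as basal.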
USP1-UAF1 inh: inhibitors of human USP1/UAF1 deubiquitinase | 390,000 compounds, 0.23% hits | Potency, µM (top dose mostly 57.1 µM), inactives show top-dose activity change, negative = inhibition, usual class: inhibitors | O94782 | recombinant USP1/UAF1, Ub-Rhodamine cleavage fluorescence; note: potency is the fitted concentration of half-maximal effect; % is set by controls: 0 for no effect and ±100 for the full control effect; nearly all actives have a fitted effect of over 60% in size; inactives centre near -12
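1 nM enzyme complex + cpd, 15 min RT; start with Ub-Rho 150nM final; kinetic fluorescence ex 480/em 540, 6 reads q60 s. Buffer 50mM HEPES pH 7.8, 0.5mM EDTA, 0.1 mg/ml BSA, 1mM TCEP, 0.01% Tween-20.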
PI4K2A block: PI4K2A (human) kinase inhibition | Q9BTU6 | purified PI4K2A, ADP-Glo luminescence, 1 h; active compounds read low | activity change, negative = inhibition, % at 76.9 µM | 420,000 compounds, 0.13% hits; in the data active = activity change below about -50%; inconclusive = mostly about -30% to -49%;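 note: -100% = wells without enzyme as full effect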
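In this quantitative HTS, ADP production by PI4K2A was quantified luminescently after 1 h at ambient temperature; 100 microM adenosine served as plate-quality control.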
IDH1 R132H inh: inhibitors of human mutant IDH1 R132H; O75874; IDH1-R132H enzyme, NADPH consumption, diaphorase/resazurin fluorescence; Potency, µM (highest dose often 76.6 µM), for the others: at the highest dose activity change, negative = inhibition, hits mostly inhibitors; 390,000 compounds, 0.093% hits; note: potency is the fitted concentration of half-maximal effect; % is set by controls: 0 for no effect and ±100 for the full control effect; nearly all actives have a fitted effect of over 65% in size
Target sequence (O75874 whole entry R132H, stated change not applied): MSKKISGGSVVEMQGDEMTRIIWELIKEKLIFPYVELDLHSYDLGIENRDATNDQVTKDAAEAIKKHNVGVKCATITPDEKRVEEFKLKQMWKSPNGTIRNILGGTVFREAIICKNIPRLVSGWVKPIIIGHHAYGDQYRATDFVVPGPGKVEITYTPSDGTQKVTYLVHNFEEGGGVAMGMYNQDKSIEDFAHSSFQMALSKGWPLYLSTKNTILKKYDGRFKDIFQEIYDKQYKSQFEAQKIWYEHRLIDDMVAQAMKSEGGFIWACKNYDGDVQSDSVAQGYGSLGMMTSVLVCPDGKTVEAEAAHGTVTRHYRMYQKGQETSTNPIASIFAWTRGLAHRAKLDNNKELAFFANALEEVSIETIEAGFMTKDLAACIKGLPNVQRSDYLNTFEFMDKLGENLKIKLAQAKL
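IDH1-R132H (0.5 ug/mL dispensed) in pH 7.5 Tris buffer was preincubated 30 min with compound, then given a substrate mix of 0.016 mM NADPH and 2 mM alpha-KG for 80 min at room temperature; remaining NADPH was read by diaphorase/resazurin fluorescence.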
* = called active by the depositor; ? = inconclusive; . = not tested or not shown; ! = repeats disagree; [ ] = dose if it differs, or a comment. Unless noted, calls come from the whole dose curve; as a rule, active = well fitted curve in the direction sought with a large enough effect; inconclusive = small, poorly fitted or top-dose-only effect, or another doubt; inactive = no such curve, though single readings can be large; an effect the other way counts as inactive or inconclusive. An excerpt, so the mix of outcomes need not match the whole.

SMILES	TrxR1 substrate	Vif-APOBEC3F blk	Glioma ERSR ind	Vif-A3G inh	LDHA inh	RXFP1 agonist	USP1-UAF1 inh	PI4K2A block	IDH1 R132H inh
COc1cccc(CNC(=O)C2CCN(S(=O)(=O)c3ccc4c(c3)NC(=O)C(C)S4)CC2)c1 (stereo not drawn)	1%	-6%	-3%	0%	0	4.8%	-19%	-11	-5%
CCCC(c1nnnn1C1CCCC1)N1CCN(C(=O)c2ccco2)CC1 (stereo not drawn)	11%[57.1 µM]	1%	-2%	-1%	-5	1.5%	-14%	-4	0%
CC1CCc2c(sc3ncn(N)c(=N)c23)C1 (stereo not drawn)	-10%	0%	-2%	1%	-3	19%	-12%	8	-3%
COC(=O)c1c(NC(=O)CSc2nnc(-c3cccnc3)n2Cc2ccco2)sc(C)c1C	-13%	1%	1%	-1%	0	0.3%	-14%	-5	4%
CC(C)c1ccc(/C=C/C(=O)N2CCCCCC2)cc1	-7%	-2%	-3%	0%	1	4.1%	-20%	-3	17%
O=C(N/N=C/c1cccc2ccccc12)c1ccc(CN2CCOCC2)cc1	0%	2%	1%	2%	1	1.8%	-30%	2	13%
COC(c1ccccc1)c1nnc(CCC(=O)N(C)CCc2ccccc2)o1 (stereo not drawn)	2%	0%	-2%	4%	-2	-0.2%	-12%	0	10%
COc1ccccc1C1C(C#N)=C(N)N(c2cccnc2)C2=C1C(=O)CC(C)(C)C2 (stereo not drawn)	0%	.	-3%	0%	0	-0.4%	-18%	4	-3%
COc1ccccc1Nc1ncccc1[N+](=O)[O-]	-4%	9%	-4%	-1%	-1	0.8%	-10%	-3	20%
CCOC(=O)C1=C(C)OC(N)=C(C#N)C1C1CCCCC1 (stereo not drawn)	-1%	-5%	-6%	-15%	-5	1.8%	-21%	-19	-3%
C#CC(CC)(CC)NC(=O)c1c(C)noc1C	7%	-5%	-7%	-3%	2	1.3%	-5%	1	7%
COc1ccc(-c2cc(C(F)(F)F)nc(-n3cncn3)n2)cc1	56%[activator]	1%	-5%	2%	1	5.2%	-1%	-4	4%
Fc1ccc(C2=Nn3c(nnc3-c3n[nH]c4c3CCC4)SC2)cc1	7%[57.1 µM]	-1%	0%	-5%	0	0.7%	-9%	-7	1%
CCC(C)(C)n1nnnc1C(c1ccc(C)cc1)N1CCN(Cc2cccnc2)CC1 (stereo not drawn)	7%[57.1 µM]	-13%	-4%	1%	-3	0.0%	-10%	-6	1%
COc1ccc(CN(CCN(C)C)Cc2ccccc2)c(OC)c1	-5%	-4%	-4%	2%	-11	0.3%	-13%	3	6%

4 entries from above, set out differently:
| Structure | TrxR1 substrate | Vif-APOBEC3F blk | Glioma ERSR ind | Vif-A3G inh | LDHA inh | RXFP1 agonist | USP1-UAF1 inh | PI4K2A block | IDH1 R132H inh |
| --- | --- | --- | --- | --- | --- | --- | --- | --- | --- |
| Fc1ccc(C2=Nn3c(nnc3-c3n[nH]c4c3CCC4)SC2)cc1 | 7%[57.1 µM] | -1% | 0% | -5% | 0 | 0.7% | -9% | -7 | 1% |
| CC(C)c1ccc(/C=C/C(=O)N2CCCCCC2)cc1 | -7% | -2% | -3% | 0% | 1 | 4.1% | -20% | -3 | 17% |
| C#CC(CC)(CC)NC(=O)c1c(C)noc1C | 7% | -5% | -7% | -3% | 2 | 1.3% | -5% | 1 | 7% |
| COC(=O)c1c(NC(=O)CSc2nnc(-c3cccnc3)n2Cc2ccco2)sc(C)c1C | -13% | 1% | 1% | -1% | 0 | 0.3% | -14% | -5 | 4% |

Carrying on.
SMILES	TrxR1 substrate	Vif-APOBEC3F blk	Glioma ERSR ind	Vif-A3G inh	LDHA inh	RXFP1 agonist	USP1-UAF1 inh	PI4K2A block	IDH1 R132H inh
COc1ccccc1N1CCN(C(=O)c2ccccc2Oc2ccccc2)CC1	-8%	8%	-5%	0%	-1	1.7%	-14%	3	11%
Cc1sc(NC(=O)Cc2ccc3c(c2)OCO3)nc1-c1ccc2c(c1)CCN2C(=O)c1ccc(F)cc1	4%[57.1 µM]	3%	-3%	5%	-3	0.1%	-17%	0	3%
CN(Cc1nc2ccccc2c(=O)[nH]1)C(=O)COc1ccccc1Cc1ccccc1	-9%	-1%	-1%	-4%	-3	1.4%	-3%	0	-8%
O=C(CC1SC(=NC2CCCCC2)NC1=O)Nc1ccccc1 (stereo not drawn)	-3%	-2%	-4%	-2%	1	1.6%	14%	0	-1%
CC(=O)N[C@H]1[C@H]([C@H](O)[C@H](O)CO)O[C@](O)(C(=O)O)C[C@@H]1O	0%	6%	1%	1%	-2	.	11%	0	1%
CCC/C=C(\CCC)C(NC(=O)OCC(C)C)c1ccc(C(=O)OC)cc1 (stereo not drawn)	0%	-1%	-4%	-9%	1	0.7%	-24%	-3	-5%
O=C(/C=C/c1ccc(S(=O)(=O)NCc2ccco2)cc1)NCc1ccccc1Cl	-6%	-15%	-3%	-7%	-4	-1.4%	-3%	9	4%
CC1CC(C)CN(C(=O)COc2ccc(-c3nnco3)cc2)C1 (stereo not drawn)	-1%	-1%	0%	-2%	0	-0.3%	-15%	-1	0%
CCC(=O)N1CCc2cc(CNS(=O)(=O)c3cc(Cl)ccc3OC)ccc21	5%[57.1 µM]	4%	-4%	7%	-4	3.0%	5%	-5	-16%
CC1(C)OC2C(CO)OC(n3cnc4c(=S)nc(N)[nH]c43)C2O1 (stereo not drawn)	.	.	-2%	-22%	-8	.	.	-2	.
OC(c1cc(Cl)cc(Cl)c1)c1ncc(-c2ccccc2C(F)(F)F)[nH]1 (stereo not drawn)	.	.	-6%	-4%	-4	.	.	-4	.
CC(C)c1ccc(NC(=O)C[n+]2ccn(C3=C([O-])c4ccccc4C3=O)c2)cc1	3%	0%	-6%	1%	-2	1.4%	-8%	-8	-6%
O=C(O)C1CCCCC1C(=O)Nc1ccccc1C(=O)N1CCN(c2ccc(F)cc2)CC1 (stereo not drawn)	-8%	3%	-3%	-1%	-1	-2.2%	5%	-1	6%
O=C(c1cc2c(s1)CCCC2)N1CCN(c2ccccc2)CC1	-3%	2%	4%	3%	-3	-2.9%	-13%	-1	8%
O=C(Nc1cccc(C(F)(F)F)c1)c1cc(-c2ccc(F)cc2)on1	7%[57.1 µM]	-10%	-5%	-6%	-7	1.5%	-4%	-6	1%
Cc1cccc(N2CCN(C(=O)CSCc3c(C)noc3C)CC2)c1C	1%	-1%	9%	0%	-1	-1.5%	-16%	5	-2%
CC(=O)N1CCN(C(=O)c2cccc(S(=O)(=O)N3c4ccccc4CC3C)c2)CC1 (stereo not drawn)	-4%	-3%	-2%	-10%	-1	.	16%	-12	-2%
C/C(=N\Nc1nncc2ccccc12)c1ccc(Cl)c([N+](=O)[O-])c1	-4%	21%	-1%	-1%	0	-1.6%	-17%	1	-5%
COc1cc(OC)c([N+](=O)[O-])cc1/C=N/NC(=O)c1ccncc1	?	-4%	-2%	-14%	14	-2.4%	?	-3	19%
Cn1cc(C(=O)N/N=C/c2ccc([N+](=O)[O-])cc2)c2ccccc21	-4%	-10%	1%	0%	-10	2.2%	5%	-16	9%
COc1ccc2[nH]c(=O)c(-c3nnn(-c4ccc(F)cc4)n3)cc2c1	-6%	0%	-3%	-2%	7	.	-15%	0	8%
O=c1[nH]c(-[n+]2ccccc2)c(/C=N/NC([S-])=Nc2ccccc2)s1	-19%[57.1 µM]	-12%	-5%	0%	0	0.9%	-10%	0	3%
Cc1ccc(N(C)C(=O)c2ccc(CNc3c(N4CCC(C)CC4)c(=O)c3=O)cc2)cc1	-6%	1%	-4%	2%	-1	0.2%	-14%	2	-1%
N#Cc1ccc(C(=O)N2CCN(C(=O)C3CCCO3)CC2)cc1 (stereo not drawn)	0%	1%	-4%	-9%	-2	0.3%	-11%	-3	2%
S=C(NCC1CCCO1)N1CCN(Cc2ccccc2Cl)CC1 (stereo not drawn)	0%	0%	-4%	-1%	1	0.6%	-20%	1	11%
Cc1ccn2c(CN3CCOCC3)c(-c3ccccc3)nc2c1	14%	8%	2%	0%	-5	2.9%	-22%	-2	2%
CCN(CC)C(=S)NC(=O)c1ccc(Cl)cc1Cl	5%	-2%	-5%	-1%	0	-1.0%	-15%	7	3%
COc1ccccc1NC(=O)N(Cc1nnc2n1CCCCC2)c1ccc(F)cc1	7%[57.1 µM]	-2%	-3%	0%	-5	2.2%	-23%	-8	4%
COc1ccc(CCN2CC(C(=O)NCc3cn(C)nc3C)CCC2=O)cc1 (stereo not drawn)	.	-8%	-5%	1%	-9	.	?	0	-16%
CN(C)c1nnnn1Cc1ccc(Cl)cc1Cl	3%	4%	-2%	-8%	-9	-0.8%	-7%	6	0%
COc1ccc(N2CCN(C(=O)NCc3ccc(OC)c(OC)c3)CC2)cc1	-5%	3%	0%	0%	-4	-2.2%	-21%	2	11%
CN(Cc1ccccc1)Cc1nc2c(c(=O)n(C)c(=O)n2C)n1CCc1ccccc1	4%	-8%	-2%	2%	-31*!	.	-10%	-1	1%
O=C(COc1ccccc1)NCC(=O)N/N=C/c1ccc(O)cc1O	0%	17%	-7%	-13%	8	0.0%	-21%	4	-3%
O=C(NCC(c1cccnc1)N1CCN(c2ccccc2)CC1)OCc1ccccc1 (stereo not drawn)	-4%	5%	-3%	0%	-2	-3.1%	-21%	1	4%
Cc1ccc(S(=O)(=O)NCc2ccc(N3CCN(C(=O)OC(C)(C)C)CC3)cc2)cc1	-8%	3%	-2%	1%	-6	5.6%	-16%	7	-16%

Bioassay records (PubChem BioAssay)
